Screening results (PubChem BioAssay)
Furin inh: human furin inhibitors, primary screen, biochemical, fluorescence intensity | purified furin, fluorogenic substrate cleavage | inhibition, % at 30 µM | actives 0.061% (n = 220,000); in the data active means inhibition above about 25%; further: inactives centre near -15
thrombin 1536: human alpha-thrombin inhibitors, primary screen, counter-screen for coagulation protease inhibitor project, biochemical, 1536-well, fluorogenic AMC substrate; Prothrombin (Homo sapiens), P00734; Boc-VPR-AMC fluorogenic substrate cleavage; inhibition, % at 5 µM; actives 0.26% (n = 220,000); AID 1046, 2008;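 active means inhibition at or above 40%; inactive means inhibition below 40%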;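 further: 0% = enzyme with no compound and 100% = wells without enzyme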
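System: human alpha-thrombin protein; Compound dosing: one concentration per compound, 5 µM, with 0.2% DMSO; Timing: reaction at room temperature; Technique: AMC fluorescence, 355/460 nm; Controls: enzyme without compound as high, wells lacking enzyme as low.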
TRPML3 agonist: human TRPML3 channel agonists, primary screen, cell-based, HEK293 TRPML3-YFP, Fluo-8 calcium fluorescence, 3 µM; 100% = the carbachol control signal; actives 0.29% (n = 220,000); activation, % at 3 µM;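 active means activation above its plate's cutoff, the mean activation of the plate's test wells plus 3 SD, cut at about 12% in these data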;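 further: 0% = DMSO only wells and 100% = carbachol wells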
Target sequence (Q8TDD5 whole entry, looked up): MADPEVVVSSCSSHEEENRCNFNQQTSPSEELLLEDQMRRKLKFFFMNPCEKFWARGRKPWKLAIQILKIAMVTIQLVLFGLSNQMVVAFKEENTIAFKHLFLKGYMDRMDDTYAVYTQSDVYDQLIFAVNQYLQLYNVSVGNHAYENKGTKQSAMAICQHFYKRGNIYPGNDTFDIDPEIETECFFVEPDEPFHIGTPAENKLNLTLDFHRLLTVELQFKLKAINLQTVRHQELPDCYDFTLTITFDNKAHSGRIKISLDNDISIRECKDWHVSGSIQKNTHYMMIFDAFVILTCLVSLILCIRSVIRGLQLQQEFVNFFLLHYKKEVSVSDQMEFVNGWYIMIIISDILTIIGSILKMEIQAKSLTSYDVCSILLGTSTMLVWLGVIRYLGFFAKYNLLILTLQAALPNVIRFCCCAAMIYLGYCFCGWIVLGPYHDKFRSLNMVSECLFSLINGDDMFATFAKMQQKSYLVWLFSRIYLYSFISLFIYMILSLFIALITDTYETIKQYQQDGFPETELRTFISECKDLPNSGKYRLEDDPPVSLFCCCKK
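Material: HEK293 cells stably carrying human TRPML3-YFP; compound dosing: single dose, 3 µM final nominal compound, 0.3% DMSO final; incubation: 1-h 37 °C dye load, 5-s basal, 120-s post-compound reads; technique: Fluo-8 intracellular calcium fluorescence, excitation 470-495 nm, emission 515-575 nm; read-out basis: percent activation from peak-to-basal fluorescence ratio, scaled between DMSO and carbachol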
PPC-1+TRAIL kill: compounds killing PPC-1 cancer cells with TRAIL present, primary screen, TRAIL potentiator project, ATPLite luminescence, uHTS. actives 0.41% (n = 220,000). cell killing (% activity), % at 4 µM. PPC-1 cells + TRAIL, ATPLite viability luminescence;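 active means cell killing above 50% in the first pass at 4 µM, then a duplicate retest at 5 µM averaging 50% or more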;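 further: plate controls were cells with TRAIL plus DMSO for no effect and medium-only wells lacking cells for full effect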
Calpain2 inh: inhibitors of pig calpain II, primary screen, biochemical, fluorogenic peptide substrate, 1536-well | purified calpain II, 30 min | actives 0.37% (n = 220,000) | inhibition, % at 16 µM;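 active means inhibition above about 50%, limit read from the data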
EBV gp42 block: Epstein-Barr virus gp42 inhibitors, primary screen, biochemical, uHTS, fluorescence polarization | Glycoprotein 42 (Epstein-Barr virus (strain AG876)), Q1HVG2 | Fluorescence polarization binding assay, mP read-out | inhibition, % (tested at 21.74 µM) | actives 0.42% (n = 220,000) | AID 1085, 2008; in the data active means inhibition above about 50%
Target sequence (Q1HVG2 whole entry, looked up): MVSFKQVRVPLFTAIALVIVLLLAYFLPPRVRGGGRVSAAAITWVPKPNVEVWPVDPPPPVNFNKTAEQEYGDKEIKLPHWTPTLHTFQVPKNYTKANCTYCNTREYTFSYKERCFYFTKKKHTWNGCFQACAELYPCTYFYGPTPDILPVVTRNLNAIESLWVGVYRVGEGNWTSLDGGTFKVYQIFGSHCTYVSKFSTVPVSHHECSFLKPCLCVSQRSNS
Tb hexokinase: Trypanosoma brucei hexokinase 1 inhibitors, primary screen, biochemical, G6PDH-coupled NADH absorbance, MLSCN library; hexokinase 1 [Trypanosoma brucei]; recombinant TbHK1, G6PDH-coupled NADH A340; inhibition, % at 10 µM; actives 0.11% (n = 220,000); AID 1430, 2008;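 active means inhibition of 50% or more in the single-dose primary screen; inactive means inhibition below 50%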
zfTRPN1 agonist: zebrafish TRPN1 channel agonists, primary screen, cell-based, HEK293, calcium fluorescence; transient receptor potential cation channel N1 (TRPN1/NompC), Danio rerio; activation, % at 3 µM; HEK293 zebrafish TRPN1-YFP, Fluo-8 calcium fluorescence; 100% = response to 87 µM carbachol; actives 0.18% (n = 220,000);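 active means activation above its plate's cutoff, the mean activation of test wells on that plate plus 3 SD, cut at about 19% in these data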;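 further: 0% = DMSO alone and 100% = 87 µM carbachol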
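Control set: carbachol 87 µM as high control, DMSO as low control; system: HEK293 stable line with zebrafish TRPN1-YFP; read-out: % activation versus carbachol response; detection: intracellular calcium fluorescence with Fluo-8; doses: single test compound dose, 3 µM nominal, 0.3% DMSO; schedule: dye 1 h 37 °C plus 30 min RT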
Cl transport mod: KCC2 cotransporter modulators, thallium flux, primary screen, cell-based, HEK293 KCC2, FluoZin-2 fluorescence, MLSMR. KCC2 cells, thallium flux FluoZin-2 fluorescence. actives 2.2% (n = 190,000). Solute carrier family 12 member 5 (Homo sapiens), Q9H2X9. B-score of Tl+ flux slope (higher = more flux/activation; lower = inhibition) at 10 µM;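 active means thallium flux slope and its plate-corrected score both differing from the plate sample mean at a set confidence after two filtering rounds, in either direction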;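 further: slope of fluorescence scaled to starting intensity during 10 to 20 s after thallium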
* marks the source's active call; other numbers are inactive results; i = inactive; x = no result given; [ ] = remark or other dose.

(1) COc1ccc(CCNC(=O)C(=O)NCCOc2ccccc2Cl)cc1OC
(2) CCOC(=O)c1c(C)n(C)c2ccc(O)c(CN3CCC(C)CC3)c12
(3) CCN(CC)C(=O)CSc1nc(N)c(C#N)c(-c2cccs2)c1C#N
(4) CCN(CC)S(=O)(=O)c1ccc2c(c1)nc(SCC(=O)N1CCOCC1)n2-c1ccccc1OC
(5) CCN(CC)c1ccc(NC(=O)c2ccccc2OCC(=O)OC)cc1
(6) O=C(NCCOc1cccc2cccnc12)c1cccs1
(7) O=C1CCN(C(=O)Nc2ccccc2)N1
(8) O=C(c1cccc(C(F)(F)F)c1)N1CCOC12CCN(c1ncc(C(F)(F)F)cc1Cl)CC2

compound no. | 1 | 2 | 3 | 4 | 5 | 6 | 7 | 8
Furin inh | -19 | -9[20 µM] | -25[20 µM] | -27[20 µM] | -7 | -20 | -22[20 µM] | -11[20 µM]
thrombin 1536 | -3 | 15 | -1 | -8 | -11 | -3 | 21 | 0
TRPML3 agonist | -1.0 | 0.4 | 0.5 | 6.6 | 0.1 | 0.4 | 0.5 | 1.3
PPC-1+TRAIL kill | 17 | 28 | -6 | 23 | 18 | 9 | -20 | 20
Calpain2 inh | 12 | 25 | -21 | -3 | 44 | -44 | 10 | 0
EBV gp42 block | -5 | -11 | -20 | -10 | 4 | 4 | -5 | -7
Tb hexokinase | 1 | 6 | -4 | -11 | -1 | -5 | 0 | 2
zfTRPN1 agonist | -1.4 | 0.5 | 2.4 | 0.9 | 0.1 | -0.3 | 0.1 | 1.4
Cl transport mod | -0.74 | -0.24 | -0.48 | 0.55 | 0.6 | -0.89 | x | -0.043

(9) CCOCCCN1CC(C(=O)NCCc2ccccc2)CC1=O (centres undefined)
(10) O=C(NCN1CCc2ccccc2C1)c1cnccn1
(11) N#Cc1cc2ccccc2nc1SCc1ccccn1
(12) O=c1[nH]c2cc3c(cc2cc1C(c1nnnn1CC1CCCO1)N1CCCCCC1)OCO3 (centres undefined)
(13) c1ccc(OCCOCCN2CCOCC2)cc1
(14) Cc1cccc(C)c1NC(=O)N1C(C(=O)O)CSC1C(=O)O (centres undefined)
(15) COc1cc(CNc2cccc(C(=O)O)c2)cc(Br)c1OCC(=O)NC(C)(C)C
(16) CC(C)(C)c1cc(=O)[nH]c(SCc2ccccc2)n1

compound no. | 9 | 10 | 11 | 12 | 13 | 14 | 15 | 16
Furin inh | -16 | -12 | -12 | -29[20 µM] | -39[20 µM] | -1[20 µM] | -14 | -6
thrombin 1536 | 0 | 5 | -6 | -4 | 0 | -1 | -2 | -5
TRPML3 agonist | 1.0 | 3.2 | 8.8 | 0.1 | 0.7 | 0.7 | 1.1 | 0.3
PPC-1+TRAIL kill | 15 | -2 | -1 | 4 | 4 | 14 | 36 | 1
Calpain2 inh | -8 | -11 | 4 | 0 | -28 | 15 | -46 | 19
EBV gp42 block | -13 | -14 | -6 | 7 | -3 | 0 | -11 | 14
Tb hexokinase | 5 | 3 | -4 | -16 | 0 | 2 | 6 | 3
zfTRPN1 agonist | -0.1 | 1.2 | 7.3 | -0.2 | -0.6 | 0.9 | 1.6 | -1.9
Cl transport mod | 0.097 | 0.93 | x | -0.71 | 0.62 | x | -0.65 | -1.1

(17) COc1ccccc1NC(=O)CSc1nnnn1-c1ccc(C(=O)O)cc1
(18) N/C(=N\OC(=O)CCC1CCCCC1)c1ccc([N+](=O)[O-])cc1
(19) O=C(Nc1ccc(F)cc1)c1sc2cc(C(F)(F)F)cnc2c1-c1cccs1
(20) CN(C)/C=C1\C(=O)N(c2ccc(Cl)cc2)CS1(=O)=O
(21) C=CCC1(N(C(C)=O)c2ccccc2C)CCCCC1
(22) CCOC(=O)Nc1ccc2nc(Sc3ccc(Cl)cc3)sc2c1
(23) Cc1ccc(SCC(=O)NCCCc2ccccc2)cc1
(24) O=[N+]([O-])c1ccc2nc(SCc3cn4cc(Cl)ccc4n3)[nH]c2c1

compound no. | 17 | 18 | 19 | 20 | 21 | 22 | 23 | 24
Furin inh | 4 | -5 | -8[20 µM] | -13[20 µM] | -21 | -23 | -26 | -15
thrombin 1536 | -12 | 12 | -5 | -2 | -6 | -3 | 0 | -5
TRPML3 agonist | -0.6 | 1.0 | 3.3 | 0.1 | -0.1 | 0.4 | -0.7 | -0.3
PPC-1+TRAIL kill | 4 | 12 | 0 | -7 | 19 | 12 | 10 | 20
Calpain2 inh | -18 | 31 | -160 | -13 | 7 | 14 | -1 | -85
EBV gp42 block | 2 | 4 | -3 | -18 | -5 | -17 | -9 | 33
Tb hexokinase | 0 | 1 | -6 | -8 | -2 | -15 | -6 | -10
zfTRPN1 agonist | 0.6 | 0.2 | -0.1 | 0.3 | -0.3 | 1.7 | -1.8 | -1.1
Cl transport mod | 0.17 | -1.8 | 0.24 | -0.57 | 0.88 | x | -2.2 | -0.71

Overlap with the part before: 6 entries, then new ones.
no.	smiles	Furin inh	thrombin 1536	TRPML3 agonist	PPC-1+TRAIL kill	Calpain2 inh	EBV gp42 block	Tb hexokinase	zfTRPN1 agonist	Cl transport mod
19	O=C(Nc1ccc(F)cc1)c1sc2cc(C(F)(F)F)cnc2c1-c1cccs1	-8[20 µM]	-5	3.3	0	-160	-3	-6	-0.1	0.24
20	CN(C)/C=C1\C(=O)N(c2ccc(Cl)cc2)CS1(=O)=O	-13[20 µM]	-2	0.1	-7	-13	-18	-8	0.3	-0.57
21	C=CCC1(N(C(C)=O)c2ccccc2C)CCCCC1	-21	-6	-0.1	19	7	-5	-2	-0.3	0.88
22	CCOC(=O)Nc1ccc2nc(Sc3ccc(Cl)cc3)sc2c1	-23	-3	0.4	12	14	-17	-15	1.7	x
23	Cc1ccc(SCC(=O)NCCCc2ccccc2)cc1	-26	0	-0.7	10	-1	-9	-6	-1.8	-2.2
24	O=[N+]([O-])c1ccc2nc(SCc3cn4cc(Cl)ccc4n3)[nH]c2c1	-15	-5	-0.3	20	-85	33	-10	-1.1	-0.71
25	CCNc1nc(NC(C)CC)nc(Oc2ccc(OCC)nn2)n1 (centres undefined)	-21	-10	0.6	22	-6	-15	-1	1.4	-0.28
26	O=C(CCC(=O)NNC(=O)Nc1ccc(Cl)cc1)NCc1ccccc1	-21[20 µM]	-3	0.3	3	6	8	-5	-0.1	x
27	Cn1c(=O)c2c(SC3CCCC3)nc(CC(C)(C)C)nc2n(C)c1=O	-19	x	0.7	x	x	x	-5	2.0	0.33
28	C=CCn1c(-c2cc3cccc(OC)c3o2)n[nH]c1=S	-9	-15	-1.4	15	-302	-14	-14	-0.6	3.7*
29	Cc1ccccc1C(=O)N1CCN(C(c2ccccc2)c2ccccc2)CC1	-16	2	-0.7	15	18	-6	3	-3.5	x
30	Cc1cccn2cc(-c3ccc(S(=O)(=O)N4CCCCC4)cc3)nc12	-23	-13	-0.4	x	i	-7	-8	0.8	-0.8
31	O=C(c1ccc(Br)s1)N1CCN(C/C=C/c2ccccc2)CC1	-18[20 µM]	0	0.3	20	-9	-15	-7	-0.6	-1.6
32	Cc1ccc(C2(c3noc(CN(C)CCO)n3)CCCC2)cc1	-31	4	0.9	-2	-20	-10	-12	-2.3	x
33	Cc1ccc(SCc2cn3ccccc3n2)cc1	-16	4	-1.1	23	8	-7	-16	-1.6	-1.1
34	Cc1c(Cc2c(C)n(C)n(-c3ccccc3)c2=O)c(=O)n(-c2ccccc2)n1C	-30	0	0.0	-12	5	3	-1	-0.1	1
35	CCOC(=O)c1c(C)[nH]c(C(=O)OCC(=O)Nc2ccc(OC)c(Cl)c2)c1C	-17[20 µM]	-2	-0.3	16	4	-10	0	0.1	-0.11
36	O=C(c1ccc(CS(=O)(=O)c2ccccc2)o1)N1CCN(c2ncccn2)CC1	-28	0	0.7	1	-35	-5	-7	-0.3	x
37	CCC(C)(CC(=O)O)CC(=O)Nc1cc(C(F)(F)F)cc(C(F)(F)F)c1 (centres undefined)	-11	-1	0.3	4	14	-9	-8	1.8	x
38	Cc1ccccc1/[N+]([O-])=C/c1cccs1	-20	-10	1.6	10	2	3	-10	0.5	0.57
39	O=C(NC(=S)Nc1ccc2oc(=O)ccc2c1)c1ccccc1F	-11	-1	0.0	14	-3	-23	-20	2.9	2
40	CN(CC(=O)Nc1ccc2c(c1)OCCO2)S(=O)(=O)c1ccc(Br)s1	-8[20 µM]	3	0.2	11	13	-16	2	-1.1	x
41	C=C(C)C1Cc2nc(N)nc(C)c2C1 (centres undefined)	-19	0	0.8	11	-7	0	-9	0.4	x
42	CCOC(=O)N1C=CC(C)=C[C@@H]2[C@@H](N3C(=O)c4ccccc4C3=O)C(=O)N21	-20	1	0.5	26	-1	-10	0	0.6	1.8
43	COC(=O)c1ccc(/C=N/NC(=O)c2cccc(F)c2)cc1	-25[20 µM]	-5	0.8	-5	-72	3	-8	1.8	-0.013
44	CN(C)S(=O)(=O)Nc1ccc2c(c1)OCO2	x	-7	x	5	-9	-3	x	x	x
45	Cc1nc(Cl)c(C(=O)NCCC(C)C)c(C)c1[N+](=O)[O-]	-9	23	0.2	36	25	3	1	0.4	0.47
46	Cc1ccc(-n2c(Cc3cccn3C)nnc2SCC(=O)N2CCc3ccccc32)cc1	-17	-4	-0.5	-7	x	x	2	-0.3	-1.1
47	CCN(N=O)[C@@H](Cc1ccccc1)CN(N=O)[C@@H](Cc1ccccc1)CN(C)N=O	-35	-1	0.5	5	1	-14	-3	-1.0	-0.5
48	CCOc1cc(C(=O)OCC(=O)Nc2ccc(Cl)cn2)ccc1OCC(=O)N1CCOCC1	-15	-2	-0.2	16	10	-7	0	-0.7	-0.69
49	Fc1ccccc1N1CCN(c2ncnc3[nH]ncc23)CC1	-5	1	0.9	-26	3	-12	3	3.1	0.0024
50	Cc1ccc(S(=O)(=O)Cn2nnnc2C(C(C)C)N2CCN(C(=O)c3ccco3)CC2)cc1 (centres undefined)	-21[20 µM]	x	0.2	x	x	x	-5	0.9	0.25
51	CCc1cc(C(=O)O)c(NC(=O)c2cc(OC)c(OC)c(OC)c2)s1	-22	2	-0.6	x	19	-10	-18	-1.5	-1.3
52	CC(=O)C(=[N+]=[N-])C(=O)NCc1ccccc1	-6[20 µM]	2	0.4	-3	-26	-6	3	-0.3	0.16
53	O=C(N/N=C/c1ccc(Br)s1)Nc1ccccc1	-15	1	1.4	11	-3	8	-12	0.3	0.35
54	CCN(CC)CCC#CC(O)(c1ccccc1)c1ccccc1	-9	-4	0.7	8	9	7	2	-0.2	1.4
55	Cc1ccc(/C=N/n2c(C3CCCCC3)n[nH]c2=S)s1	-12	0	0.3	-3	11	-7	28	-0.2	7.3*
56	Cc1cccc(NC(=S)N/N=C/c2cccc([N+](=O)[O-])c2)c1	-7[20 µM]	1	-0.1	-8	5	-6	-16	0.9	x
